# Screens: PubChem BioAssay, National Center for Advancing Translational Sciences (NCATS)
# IP6K1 inh = Primary qHTS assay for small molecule inhibitors of Inositol hexaphosphate kinase 1 (IP6K1). IP6K1 kinase, ADP-Glo luminescence, 2 h; stronger effect = lower value. activity change, % (series mostly up to about 58 µM). actives 0.81% (n = 140,000). AID 1645851, 2021; in the data active = activity change below about -25%
# Target sequence (Q92551 whole entry, looked up): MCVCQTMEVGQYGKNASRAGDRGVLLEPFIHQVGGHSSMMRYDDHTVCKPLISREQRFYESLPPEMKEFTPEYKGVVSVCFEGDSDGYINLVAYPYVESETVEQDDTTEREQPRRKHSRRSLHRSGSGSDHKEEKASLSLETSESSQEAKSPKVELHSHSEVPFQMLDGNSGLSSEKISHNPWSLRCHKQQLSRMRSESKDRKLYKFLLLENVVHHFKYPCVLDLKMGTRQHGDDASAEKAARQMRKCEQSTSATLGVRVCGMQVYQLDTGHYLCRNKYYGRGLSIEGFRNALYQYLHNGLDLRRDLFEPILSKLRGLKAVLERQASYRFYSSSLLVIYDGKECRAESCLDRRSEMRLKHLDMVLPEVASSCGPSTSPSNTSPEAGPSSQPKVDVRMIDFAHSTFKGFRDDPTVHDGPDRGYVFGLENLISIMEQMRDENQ
#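 ADP-Glo luminescence measures ADP made by human IP6K1 during a 2 h RT reaction with ATP/IP6 (mix at 1.3 mM/130 uM); top library doses 57.5 and 19.1 uM final.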
# HEK cytotox = Cytotoxic Profiling in HEK 293 Cell Line of Diverse Libraries Using Quantitative High-Throughput Screening; HEK 293 viability, ATP luminescence (CellTiter-Glo), 48-72 h; Potency, µM (doses to about 115 µM), inactives show at the highest dose activity change, negative = cytotoxicity, actives largely listed as inhibitors; actives 6.6% (n = 94,000); AID 1345083, 2018; note: potency is the fitted concentration of half-maximal effect; nearly all actives have a fitted effect of over 60% in size
#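 Luminescence from cellular ATP, measured with CellTiter-Glo, indicates HEK 293 viability. Cells plated at 250 cells/well are treated with compound for 48 or 72 hr at 37 degree Celsius before reagent addition.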
# SNCA expr inh = Primary qHTS assay for inhibitors of alpha-synuclein gene (SNCA) expression; HEK-293 SNCA-luciferase knock-in, luminescence, 24 h; Potency, µM (series often up to 57.2 µM), for the others: at the top dose activity change, negative = inhibition, hits mostly inhibitors; actives 0.17% (n = 140,000);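 note: potency is the fitted concentration of half-maximal effect; plate controls were DMSO cells for no effect and cell-free wells for full effect; nearly all actives have a fitted effect of over 45% in size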
# SNCA viab count = GF-AFC viability counterscreen for inhibitors of alpha-synuclein gene (SNCA) expression; HEK-293-SNCA-luc viability, GF-AFC fluorescence, 24 h; Potency, µM (highest dose often 57.1 µM), for the others: at the top dose activity change, negative = cytotoxicity, actives largely listed as cytotoxic; actives 0.12% (n = 150,000);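 note: potency is the fitted concentration of half-maximal effect; 0% = DMSO-treated cells and -100% = medium-only wells without cells; nearly all actives have a fitted effect of over 30% in size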
#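 HEK-293-SNCA-luc cells (1500/well) plated 24 h, then exposed 24 h to a dilution series; GF-AFC added 30 min at 37C, fluorescence 405/540 nm; normalised to medium-only and DMSO wells, Hill fit.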
# NIH3T3 tox = Cytotoxic Profiling in NIH 3T3 Cell Line of Diverse Libraries Using Quantitative High-Throughput Screening | NIH 3T3 viability, CellTiter-Glo ATP luminescence, 48-72 h | Potency, µM (titrated, usually from 96.7 µM), without a hit: at the highest dose activity change, negative = cytotoxicity, actives largely listed as inhibitors | actives 4.3% (n = 94,000) | AID 1345082, 2018; note: potency is the fitted concentration of half-maximal effect; nearly all actives have a fitted effect of over 55% in size
#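 Cells were seeded at 400 per well, treated with pin-transferred compound, and kept 48 or 72 hr at 37 °C before CellTiter-Glo addition and luminescence imaging of cellular ATP.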
# Luciferase inh = Firefly luciferase inhibition profiling of diverse chemical library using quantitative high-throughput screening. Luciferin 4-monooxygenase (Photinus pyralis), P08659. purified P. pyralis luciferase, luminescence, biochemical. Potency, µM (series often up to 115 µM), inactives show at the highest dose activity change, negative = inhibition, hits mostly inhibitors. actives 2.5% (n = 76,000). AID 1347043, 2019; note: potency is the fitted concentration of half-maximal effect; nearly all actives have a fitted effect of over 65% in size
#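 Cell-free enzyme assay, 10nM P. pyralis luciferase, luciferin and ATP each at 10uM. Inhibition profiled over a 6-point titration, read as luminescence.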
# GPT2 inhibitor = Primary qHTS assay for inhibitors of Glutamate pyruvate transaminase 2 (GPT2); Potency, µM (highest dose often 57.7 µM), without a hit: at the top dose activity change, negative = inhibition, usual class: inhibitors; actives 0.25% (n = 100,000); Recombinant GPT2, coupled pyruvate oxidase/HRP Amplex Red fluorescence; Alanine aminotransferase 2 (Homo sapiens), Q8TD30; note: potency is the fitted concentration of half-maximal effect; nearly all actives have a fitted effect of over 60% in size; many of its hits are not listed in these tables
# Target sequence (Q8TD30 whole entry, looked up): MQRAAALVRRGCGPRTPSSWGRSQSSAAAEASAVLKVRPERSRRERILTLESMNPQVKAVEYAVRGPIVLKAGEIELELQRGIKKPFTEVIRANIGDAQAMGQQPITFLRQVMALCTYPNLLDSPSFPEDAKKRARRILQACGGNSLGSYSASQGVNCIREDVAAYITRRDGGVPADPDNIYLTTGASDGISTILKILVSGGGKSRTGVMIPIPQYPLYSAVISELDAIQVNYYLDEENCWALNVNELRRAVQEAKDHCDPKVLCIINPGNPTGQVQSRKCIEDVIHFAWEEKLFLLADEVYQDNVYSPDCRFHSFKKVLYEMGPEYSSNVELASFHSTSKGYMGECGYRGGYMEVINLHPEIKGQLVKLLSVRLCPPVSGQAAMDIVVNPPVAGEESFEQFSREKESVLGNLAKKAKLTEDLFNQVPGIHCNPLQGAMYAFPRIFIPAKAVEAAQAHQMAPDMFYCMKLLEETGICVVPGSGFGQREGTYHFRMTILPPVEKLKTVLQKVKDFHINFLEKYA
#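 Fluorescence read-out: pyruvate from GPT2 turnover coupled to pyruvate oxidase, HRP and Amplex Red (0.2mM ThPP, 0.2U/mL PO and HRP, 50uM Amplex final). Substrates 250uM a-KG, 2mM L-alanine; enzyme 10ng/uL; 30 min RT.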
# Starred values were filed as active, the others as inactive; i = inactive; ? = inconclusive; nt = no result given; [ ] = dose if it differs, or a comment. Unless noted, calls come from the whole dose curve; as a rule, active = well fitted curve in the direction sought with a large enough effect; inconclusive = small, poorly fitted or top-dose-only effect, or another doubt; inactive = no such curve, though single readings can be large; an effect the other way counts as inactive or inconclusive. Unless noted, % is set by controls: 0 for no effect and ±100 for the full control effect.
(1) Cc1ccc(CN2CCCC(CNC(=O)NC(C)C)C2)cc1C (centres undefined)
(2) COc1ccccc1CNC(=O)C(=O)NCC(c1cccs1)S(=O)(=O)c1cccs1 (centres undefined)
(3) CC(C)CCNC(=O)Cn1ccn2nc3c(c2c1=O)CCCC3
(4) CCN1c2cc(C(=O)Nc3ccc(C)cc3C)ccc2C(=O)N2CCCCCC21 (centres undefined)
(5) CN1CC2(CCN(Cc3ccc(C#N)cc3)CC2)CC(c2ccccc2)C1=O (centres undefined)
(6) Cc1ccc(-n2c(CCC(=O)O)ccc2-c2cccs2)cc1Cl
(7) COCCn1c(=O)c2c(n1Cc1ccccc1)CN(Cc1ccccc1O)CC2
(8) Cc1nnc(-c2cc(-c3ccccc3)ccn2)n1CCN1CCOCC1

screen / no.	1	2	3	4	5	6	7	8
IP6K1 inh	-15	19	2	38	1	0	6	-11
HEK cytotox	?	nt	11%	?	-29%	nt	3%[172 µM]	-12%[172 µM]
SNCA expr inh	19%	-20%	?	2%	0%	61%[activator]	14%[87.6 µM]	33%[activator][87.6 µM]
SNCA viab count	-1%	?	-5%	12%[12.5 µM]	-6%	-2%	4%[87.6 µM]	-3%[87.6 µM]
NIH3T3 tox	-6%	nt	i	?	-24%	nt	?	?
Luciferase inh	-1%	nt	3%	-5%	5%	nt	4%[172 µM]	-2%[172 µM]
GPT2 inhibitor	1%	nt	i	1%	-13%	nt	-14%[88.5 µM]	?

(9) Cc1cccc(CN2CCC(CNC(=O)c3c(C)oc4ncnc(N5CCCCC5)c34)CC2)c1
(10) CNC(=O)c1cc(C2CC2)nc2c1c(C1CCN(C(=O)Cc3ccc(F)cc3)CC1)nn2C
(11) O=Cc1cccc(-c2ccc(F)cc2F)c1
(12) COc1ccc(C(=O)/C=C/c2cn(CC(O)CN3CCc4ccccc43)c3ccccc23)cc1 (centres undefined)
(13) CCN(CC)S(=O)(=O)NC1CCCN(CCCc2ccccc2)C1 (centres undefined)
(14) O=C(NCc1cccnc1)c1nc(-c2cccc(C(F)(F)F)c2)c2cnccn12
(15) Cc1noc(CC2CCOC3(CCN(Cc4ccc(F)cc4F)CC3)C2)n1 (centres undefined)
(16) CCc1nc(-c2ccc(OC3CCN(Cc4cc(F)ccc4F)C3)cc2)no1 (centres undefined)

screen / no.	9	10	11	12	13	14	15	16
IP6K1 inh	46	2	3	3	3	12	-10	3
HEK cytotox	nt	?	-10%[230 µM]	nt	i	?	?	?
SNCA expr inh	?	nt	13%[87.6 µM]	-7%	8%	14%	-8%	2%
SNCA viab count	3%	nt	4%[87.6 µM]	2%	17%	5%	-12%	-22%
NIH3T3 tox	nt	-10%	?	nt	-4%	?	-29%	-27%
Luciferase inh	nt	nt	nt	nt	0%	4%	3%	-4%
GPT2 inhibitor	nt	nt	i	nt	-9%	2%	i	i

(17) CN(CCO)c1ccc(C(=O)N2CCC(Oc3cccnc3)CC2)cn1
(18) CN1CCN(c2nc3c(c(=O)[nH]2)CCN(Cc2ccc(Br)s2)CC3)CC1
(19) COc1ccccc1N1CCN(C(=O)Cn2c(=O)nc(-c3ccccc3)c3cc(Cl)ccc32)CC1
(20) O=C1Nc2ccccc2CC12CCN(CC1CC1)C2 (centres undefined)
(21) Cc1c(C(=O)NCc2ccccc2Cl)sc2nc[nH]c(=O)c12
(22) Cc1cc(C(=O)NCC2CC2)c2c(C3CCNC3)noc2n1 (centres undefined)
(23) Cc1ccc(C2=NC3(CCN(C(=O)c4ccccc4Cl)CC3)ON2)cc1
(24) CC(C)[S+](=O)([O-])N1CCN(c2ccc(Cl)nn2)C(=O)C1

screen / no.	17	18	19	20	21	22	23	24
IP6K1 inh	-1	0	-6	11	2	-5	-12	3
HEK cytotox	-2%	-29%	nt	-21%[172 µM]	nt	i	-25%	i
SNCA expr inh	9%	0%	60%[activator]	-13%[87.6 µM]	5%	22%	71%[activator]	-34%
SNCA viab count	1%	8%	-4%	0%[87.6 µM]	-3%	6%	-13%	-3%
NIH3T3 tox	3%	-35%	nt	-16%[138 µM]	nt	i	-26%	5%
Luciferase inh	-1%	1%	nt	-2%[172 µM]	nt	nt	32µM*	nt
GPT2 inhibitor	i	i	nt	-1%[88.5 µM]	nt	1%	1%	-5%

(25) Cc1ccc(C(=O)c2c(N)c(C(=O)Nc3ccccc3Cl)c3ccccn23)cc1
(26) N#Cc1ccc(S(=O)(=O)N[C@H](Cc2ccccc2)C(=O)N2CCOCCNC(=O)CC2)cc1
(27) CCN(CC)CCSC(=O)C(c1ccccc1)c1ccccc1
(28) Fc1ccc(-c2ccnc3nc(C4CCC4)nn23)cc1
(29) COc1ccc(C(=O)c2sc(Nc3cc(Cl)ccc3C)nc2N)cc1OC
(30) Oc1ccc(C2CNCc3sccc32)cc1O (centres undefined)
(31) COc1ccccc1CNC(=O)C1CCCN(c2nnc(-n3c(C)ccc3C)s2)C1 (centres undefined)
(32) CC(/C=C/C1(O)C2(C)COC1(C)CC(=O)C2)O[C@@H]1O[C@H](CO)[C@@H](O)[C@H](O)[C@H]1O (some centres undefined)

screen / no.	25	26	27	28	29	30	31	32
IP6K1 inh	10	-8	9	-7	-19	nt	6	11
HEK cytotox	nt	-14%	nt	?	nt	nt	nt	nt
SNCA expr inh	-29%	?	-7%[25.6 µM]	12%	13%	-23%	0%	nt
SNCA viab count	3%	-4%	36%[23.9 µM]	2%	-8%	-7%	1%	-10%[23.9 µM]
NIH3T3 tox	nt	-27%	nt	-32%	nt	nt	nt	nt
Luciferase inh	nt	5%	nt	-14%	nt	nt	nt	nt
GPT2 inhibitor	nt	i	?	-5%	nt	?	nt	1%[27.3 µM]

# Random excerpt: five entries already listed, in no set order.
(31) COc1ccccc1CNC(=O)C1CCCN(c2nnc(-n3c(C)ccc3C)s2)C1 (centres undefined)
(25) Cc1ccc(C(=O)c2c(N)c(C(=O)Nc3ccccc3Cl)c3ccccn23)cc1
(27) CCN(CC)CCSC(=O)C(c1ccccc1)c1ccccc1
(29) COc1ccc(C(=O)c2sc(Nc3cc(Cl)ccc3C)nc2N)cc1OC
(30) Oc1ccc(C2CNCc3sccc32)cc1O (centres undefined)

screen / no.	31	25	27	29	30
IP6K1 inh	6	10	9	-19	nt
HEK cytotox	nt	nt	nt	nt	nt
SNCA expr inh	0%	-29%	-7%[25.6 µM]	13%	-23%
SNCA viab count	1%	3%	36%[23.9 µM]	-8%	-7%
NIH3T3 tox	nt	nt	nt	nt	nt
Luciferase inh	nt	nt	nt	nt	nt
GPT2 inhibitor	nt	nt	?	nt	?

# (cont.)
(33) Cc1ccc(CN(Cc2ccco2)C(=O)c2ccccc2Cl)o1
(34) COc1ccc2cc(C3CN(S(=O)(=O)c4cn(C)cn4)CCO3)ccc2c1 (centres undefined)
(35) COc1ccc(OCc2cc(C(=O)NC(CO)C(C)C)no2)c2ccccc12 (centres undefined)
(36) CC[C@H]1CN(S(=O)(=O)c2c(C)noc2C)CC[C@H]1CC(=O)N1CCC(C(=O)OC)CC1
(37) COC(=O)[C@@H]1Cc2c([nH]c3ccccc23)[C@H]2C[C@@H](NCCNC(C)=O)C[C@@H](c3ccccc3F)N21
(38) O=C(CNC(=O)c1ccc(Cl)cc1)OCc1cc(=O)n2nc(C3CC3)sc2n1
(39) CNc1ccc(OC2CCN(C(=O)CCc3nc4ccccc4[nH]3)C2)nc1 (centres undefined)
(40) N#Cc1cc(CN2CCCC(C(=O)Nc3cccc(-c4ccc(F)cc4)c3)C2)c[nH]1 (centres undefined)

screen / no.	33	34	35	36	37	38	39	40
IP6K1 inh	37	-24	5	2	-12	-9	26	2
HEK cytotox	nt	-15%	?	-28%	?	nt	?	25µM*
SNCA expr inh	-8%	34%[activator]	18%	11%	24%	-6%	-9%	?
SNCA viab count	9%	2%	8%	3%	4%	2%	7%	?
NIH3T3 tox	nt	?	?	?	79µM*	nt	-4%	18µM*
Luciferase inh	nt	-22%	-12%	-13%	?	nt	-2%	-4%
GPT2 inhibitor	nt	i[11.5 µM]	4%	i	0%	nt	0%	-9%

# Single records, from the list above:
# `COc1ccc(OCc2cc(C(=O)NC(CO)C(C)C)no2)c2ccccc12` (centres undefined) is listed as IP6K1 inh = 5; HEK cytotox = ?; SNCA expr inh = 18%; SNCA viab count = 8%; NIH3T3 tox = ?; Luciferase inh = -12%; GPT2 inhibitor = 4%
# `COc1ccc2cc(C3CN(S(=O)(=O)c4cn(C)cn4)CCO3)ccc2c1` (centres undefined) is listed as IP6K1 inh = -24; HEK cytotox = -15%; SNCA expr inh = 34%[activator]; SNCA viab count = 2%; NIH3T3 tox = ?; Luciferase inh = -22%; GPT2 inhibitor = i[11.5 µM]

# Later entries
(41) COc1ccc(-c2noc([C@@H]3CCCN3C(=O)CCc3ccccc3)n2)cc1
(42) Cc1ccc(CNC(=O)c2c3c(nc4ccccc24)C(=O)N(C2CCCCC2)C3)cc1
(43) CC(C)(C)C(=O)N1CCCC1C(=O)N1CCC2(CC1)CC(=O)Nc1ccccc1O2 (centres undefined)
(44) CCn1nc(CC(C)C)cc1C(=O)N(C)C1CCCN(C2Cc3ccccc3C2)C1 (centres undefined)
(45) Cc1ccc(-c2ncc(NC(=O)c3cccs3)cn2)cc1
(46) CCOCc1nc(C2CCCN(C(=O)c3cccc(C)c3)C2)no1 (centres undefined)
(47) O=C1N(Cc2ccccc2F)CCOC12CCN(Cc1ccccc1)CC2
(48) CCc1ccc(OCc2nc(-c3ccc(-n4cccc4)cc3)no2)cc1
(49) COc1ccc(NC(=O)Cn2nc3n(c2=O)CCCCC3)cc1Cl
(50) O=C(Cc1cccc(Cl)c1)NCc1nnc2ccc(-c3ccccc3)nn12

screen / no.	41	42	43	44	45	46	47	48	49	50
IP6K1 inh	11	11	-7	34	-5	44	8	42	0	13
HEK cytotox	?	nt	i	?	0%	-13%	?	nt	-5%	?
SNCA expr inh	-2%	-10%	?	0%	73%[activator]	-16%	9%[87.6 µM]	30%	19%	1%
SNCA viab count	-20%	-20%	11%	2%	6%	12%[12.5 µM]	8%[87.6 µM]	15%	3%	1%
NIH3T3 tox	?	nt	1%	?	i	-8%	?	nt	-7%	?
Luciferase inh	-2%	nt	nt	-10%	?	-3%	2%[172 µM]	nt	-9%	-5%
GPT2 inhibitor	?	nt	-8%	?	-5%	-14%	-10%[88.5 µM]	nt	i	0%
